D1 PAM – Potentiators of Human D1 Dopamine Receptor: qHTS. D(1A) dopamine receptor (Homo sapiens), P21728. HEK293 TREx D1 cells, calcium flux, dopamine EC20 potentiation. potentiation, % at 10 µM. 360,000 tested, 0.036% active; in the data active means potentiation above about 30%; further: 0% is about no effect
Target sequence (P21728 whole entry, looked up): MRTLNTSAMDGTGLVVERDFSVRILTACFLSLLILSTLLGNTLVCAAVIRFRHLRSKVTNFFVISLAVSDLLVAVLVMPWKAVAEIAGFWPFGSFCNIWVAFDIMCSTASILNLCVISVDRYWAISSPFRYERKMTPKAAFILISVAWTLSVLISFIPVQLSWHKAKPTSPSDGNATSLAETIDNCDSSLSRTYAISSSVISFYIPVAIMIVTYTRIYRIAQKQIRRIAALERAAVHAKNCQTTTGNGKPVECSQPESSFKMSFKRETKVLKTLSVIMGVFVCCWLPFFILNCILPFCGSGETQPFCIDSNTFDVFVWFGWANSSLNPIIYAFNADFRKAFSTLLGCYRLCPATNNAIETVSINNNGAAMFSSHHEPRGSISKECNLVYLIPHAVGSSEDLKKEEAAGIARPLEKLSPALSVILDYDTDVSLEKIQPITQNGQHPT
D1 agonist – Allosteric Agonists of the Human D1 Dopamine Receptor: qHTS | HEK293 T-REx D1 cells, calcium flux, agonist mode | activation, % at 2 µM | 360,000 tested, 1% active; further: 0% is about no effect
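Agonism was scored from calcium flux recorded over 180 s (1 read/s) after pintool compound addition, following a 10-cycle baseline. Cells were inducible force-coupled HEK293 TREx D1, plated overnight at 30 C and loaded with no-wash calcium dye.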
D2 potentiator – HTS Assay for Positive Allosteric Modulators of the Human D2 Dopamine Receptor: Primary Screen for Potentiators; D(2) dopamine receptor (Homo sapiens), P14416; 340,000 tested, 0.34% active; potentiation, % at 10 µM; AID 485347, 2010; HEK293 T-REx D2, calcium flux, EC20 dopamine potentiation;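 active means potentiation over 3 SD above the plate norm, cut at about 30% in these data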; further: 0% is about no effect
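Calcium flux readout, no-wash dye, 1 read/s. Inducible HEK293 Trex D2 line, overnight 30 C. Compound alone 180 s (agonist flags), then EC20 dopamine, another 180 s to score potentiation.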
D1 antagonist – Antagonist of Human D 1 Dopamine Receptor: qHTS; HEK293 TREx D1 cells, calcium flux, dopamine EC80; active compounds read low; activity change, negative = inhibition, % at 10 µM; 360,000 tested, 3.2% active; AID 504652, 2011; in the data active means activity change below about -30%; further: on the % scale 0 is the no-effect control and ±100 the full control effect
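Compound effects on dopamine-evoked calcium signalling were measured in tetracycline-induced HEK293 Trex D1 cells. Dopamine at EC80 followed a 180 s compound pre-read, and fluorescence was tracked kinetically for 180 s more.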
RXFP1 antagonist – qHTS Assay for Antagonists of the Relaxin Receptor RXFP1 | AID 1259400, 2018 | HEK293-RXFP1, relaxin-stimulated cAMP HTRF, 30 min; active compounds read low | activity change, negative = inhibition, % at 57.5 µM | 350,000 tested, 0.59% active | Relaxin receptor 1 (Homo sapiens), Q9HBX9;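 active means activity change of -60% or lower, but not beyond a set lower limit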; further: on the % scale 0 is the no-effect control and ±100 the full control effect
D2 antagonist – HTS Assay for Allosteric Antagonists of the Human D2 Dopamine Receptor: Primary Screen for Antagonists | HEK293 TREx D2 cells, calcium flux, dopamine EC80 | 340,000 tested, 2% active | inhibition, % at 10 µM; in the data active means inhibition above about 30%; further: 0% is about no effect
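Measurement of antagonist activity uses fluorescent calcium dye in inducible HEK293 T-REx D2 cells: 10 s baseline, compound addition with 180 s read, EC80 dopamine addition with a further 180 s read.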
TRHR agonist – qHTS for Small Molecule Agonists and Allosteric Enhancers of Human TRH Receptor: Primary Screen for Agonists. 360,000 tested, 0.18% active. activation, % at 2 µM. TRHR cells, calcium flux fluo-8, FDSS agonist mode. AID 493084, 2011; further: 0% is about no effect
Target sequence (P34981 whole entry, looked up): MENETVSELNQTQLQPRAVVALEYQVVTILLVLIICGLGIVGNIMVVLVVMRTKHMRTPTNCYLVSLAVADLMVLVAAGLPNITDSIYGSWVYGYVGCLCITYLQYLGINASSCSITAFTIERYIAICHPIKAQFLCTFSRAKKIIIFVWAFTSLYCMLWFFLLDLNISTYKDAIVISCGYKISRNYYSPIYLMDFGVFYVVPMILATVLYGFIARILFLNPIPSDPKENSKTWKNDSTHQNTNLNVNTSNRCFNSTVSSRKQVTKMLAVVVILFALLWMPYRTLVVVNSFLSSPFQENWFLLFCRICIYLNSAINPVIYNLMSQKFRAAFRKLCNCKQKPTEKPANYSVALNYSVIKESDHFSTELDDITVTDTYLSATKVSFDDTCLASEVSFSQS
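Fluo-8-loaded TRHR cells; 10 s baseline, compound added, kinetic Ca2+ fluorescence read 1/s, agonist mode.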
TRHR PAM – qHTS for Small Molecule Agonists and Allosteric Enhancers of Human TRH Receptor: Primary Screen for Enhancers | Thyrotropin-releasing hormone receptor (Homo sapiens), P34981 | TRHR cells, fluo-8 calcium fluorescence, EC20 TRH enhancement | enhancement, % at 2 µM | 360,000 tested, 0.66% active; in the data active means enhancement above about 30%; further: 0% is about no effect
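TRHR-expressing cells loaded with fluo-8 calcium dye were read kinetically (ex 480/em 530) during compound addition, then stimulated with an EC20 of TRH (10 nM final). Enhancement of the Gq-mediated intracellular calcium response was scored.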
D2 ag – HTS Assay for Allosteric Agonists of the Human D2 Dopamine Receptor: Primary Screen for Agonists | 340,000 tested, 0.53% active | HEK293 T-REx D2 cells, calcium flux agonist mode | activation, % at 2 µM | AID 485358, 2010;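 active means activation over 3 SD above normal in the single-dose calcium agonist read, cut at about 30% in these data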; further: 0% is about no effect
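Agonism is scored from calcium flux in a force-coupled, inducible HEK293 cell line expressing D2, read kinetically for 180 s after compound addition against dopamine controls.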
* hit, by the source's call; / = not tested or not shown. Unless noted, no stated cut-off is given here; in the data, active means activation above about 30%; inactive means the rest.

item | Compound | D1 PAM | D1 agonist | D2 potentiator | D1 antagonist | RXFP1 antagonist | D2 antagonist | TRHR agonist | TRHR PAM | D2 ag
1 | Cc1ccc(C(=O)Oc2cc(N)n(S(=O)(=O)c3ccc(F)cc3)n2)cc1 | 11 | 1 | 4 | 0 | -14 | 8 | -2.6 | -2 | -2.2
2 | CC1=Nc2ccccc2N=C(NC(=O)CSc2nnnn2-c2ccccc2)C1c1ccccc1 (stereo not drawn) | -10 | 0 | 12 | -25 | -5 | -12 | 0.5 | -3 | 0.9
3 | CCOC(=O)Cc1c(C)nc2cc(-c3ccc(C(C)(C)C)cc3)[nH]n2c1=O | -3 | 1 | 17 | -3 | -10 | -8 | 0.1 | 5 | 0.0
4 | Cc1sc(N(C(=O)CCc2ccccc2)c2ccc(C(=O)O)cc2)nc1-c1ccccc1 | -4 | 1 | 0 | -23 | 2 | -6 | -0.7 | 6 | 0.4
5 | CCCSc1nnc(CSc2nc3ccccc3s2)n1-c1ccccc1 | -10 | 3 | / | -14 | -34 | / | 1.1 | -4 | /
6 | Cc1ccc(C2CC(C(F)(F)F)n3nc(C(=O)NCC4CCCO4)cc3N2)cc1 (stereo not drawn) | -3 | 2 | -1 | -14 | / | -19 | 0.0 | 8 | -0.9
7 | Cc1ccc(C(=O)NCCc2ccc(S(=O)(=O)N3CCCC3)cc2)cc1 | -2 | 2 | -20 | 12 | -6 | 21 | -0.9 | -1 | -1.6
8 | CCOc1ccc(-c2nn3c(-c4ccc(OC)cc4)nnc3s2)cc1 | 1 | 3 | -3 | 9 | / | -9 | 0.2 | -3 | 0.7
9 | COc1ccc(NC(=O)C(c2ccc(Cl)cc2)C(C)C)cn1 (stereo not drawn) | 10 | 39* | 7 | 3 | -13 | 10 | 6.3 | 2 | 1.8
10 | COc1cccc(CNC(=O)c2ccc(NC(=O)C3=CSCCO3)cc2)c1 | 4 | 2 | 5 | 32 | 4 | 3 | -0.8 | -3 | -0.7
11 | CC(C)(C)NC(=O)/C(=C/c1ccccc1F)NC(=O)c1ccc([N+](=O)[O-])cc1 | -6 | 0 | -3 | 22 | 0 | -8 | 0.2 | 1 | 0.8
12 | CC(C)[C@H](NC(=O)C1CCCC1)c1nc2ccccc2[nH]1 | 6 | -3 | -4 | 6 | 12 | -3 | 0.1 | 3 | -0.7
13 | CCc1cc(-c2[nH]ncc2-c2ccc(OC)cc2)c(O)cc1O | -9 | 1 | -1 | -3 | -16 | -32 | -0.8 | -9 | 0.1
14 | O=C(CCCN1C(=O)CCC1=O)Nc1ccc2c(c1)OCO2 | 1 | -2 | 24 | 10 | -7 | -14 | 0.1 | -5 | -1.2
15 | Cc1ccc(Cn2c(=O)c3ccccc3n3c(-c4cccc(O)c4)nnc23)cc1 | -1 | 0 | / | -1 | 5 | / | 0.4 | -1 | 1.8
16 | Cc1cnc(C(=O)Nc2cccc(-c3nnc4n3CCCCC4)c2)cn1 | -3 | 1 | 8 | 8 | -5 | -3 | 0.2 | 2 | -0.6
17 | CCOc1cc(C(=O)OCc2cccc(OC)c2OC)ccc1OCC(=O)N1CCOCC1 | 2 | 4 | 13 | 0 | 6 | -9 | -0.4 | -12 | -0.3
18 | CCCCC(=O)N(c1ccc(OC)cc1)C1C=CS(=O)(=O)C1 (stereo not drawn) | -6 | 2 | 6 | -5 | 11 | 14 | -0.3 | 2 | 0.3
19 | O=C(NC1CC1)c1sc2cc(Cl)ccc2c1Cl | -5 | -1 | 2 | 2 | -8 | 23 | -1.1 | 12 | -1.0
20 | Cc1ccccc1OCCn1c(CCNC(=O)C2CCCCC2)nc2ccccc21 | -1 | 3 | 9 | 6 | -12 | / | -1.1 | 2 | -0.1
21 | Cc1ccc(OCCCC(=O)NCc2ccco2)c(C)c1 | -5 | -1 | 1 | / | / | 7 | -1.0 | -2 | 0.0
22 | Cc1noc(NS(=O)(=O)c2ccc(NC(=O)NC(C)(C(F)(F)F)C(F)(F)F)cc2)c1C | 1 | 1 | 3 | 0 | 10 | -6 | 0.5 | 4 | 0.8
23 | CC(C)CNS(=O)(=O)c1cc(C(=O)O)c(Cl)cc1Cl | -12 | 2 | 7 | 8 | -6 | 9 | -2.1 | 10 | -3.3
24 | COc1ccc(/C=C2\SC(=O)N(CC(=O)N(C)C3CCS(=O)(=O)C3)C2=O)cc1 (stereo not drawn) | -3 | 0 | 1 | -9 | 6 | 1 | 0.0 | -1 | -1.8
25 | CC(=O)Nc1ccc(SCc2c(C)noc2C)cc1 | -5 | 3 | -9 | -15 | 8 | 18 | 0.4 | 3 | 1.3

(next part)
item | Compound | D1 PAM | D1 agonist | D2 potentiator | D1 antagonist | RXFP1 antagonist | D2 antagonist | TRHR agonist | TRHR PAM | D2 ag
26 | Cc1cc(C)nc(/N=C2\NC(=O)CC(C(=O)O)N2c2ccc(Cl)cc2)n1 (stereo not drawn) | -9 | -2 | -1 | -62* | / | 16 | 0.3 | 2 | -0.1
27 | COc1cc(CN(C)CCc2ccccc2)ccc1OCc1ccccc1 | -6 | 4 | -11 | 15 | 1 | 36* | -0.2 | -5 | 18
28 | COc1ccc(Br)cc1CNC(=O)C1CCN(C(=O)N(C)C)CC1 | 7 | 2 | 1 | 15 | 12 | 16 | -0.3 | -8 | 0.2
29 | O=C(Cc1ccc(Cl)cc1)c1c[nH]c(C(=O)NCCCn2ccnc2)c1 | -5 | 0 | 17 | 0 | 2 | 2 | 0.3 | 3 | -2.6
30 | Cc1no[n+]([O-])c1COc1ccc(/C=N/n2nnnc2N)cc1 | -4 | 3 | / | -12 | 11 | / | 0.1 | 5 | /
31 | Cc1ccc(C(=O)Nc2nc(=O)n(C)s2)cc1 | -2 | -1 | 5 | -2 | -7 | 14 | 0.0 | 0 | 0.5
32 | O=C(O)C1CC=CCC1C(=O)Nc1cccc([N+](=O)[O-])c1 (stereo not drawn) | -3 | 0 | 3 | 5 | 11 | -4 | -1.1 | 1 | 0.2
33 | O=C(COc1ccc(Cl)cc1Cl)N/N=C/c1ccc(OC2OC(CO)C(O)C(O)C2O)cc1 (stereo not drawn) | 6 | 0 | 1 | 5 | 9 | 6 | 0.7 | -3 | -1.1
34 | CCOC(=O)Cc1csc(NC(=O)CCCC(=O)O)n1 | 5 | 3 | / | 3 | -2 | / | 0.1 | -4 | /
35 | COc1ccc(-c2cc(C(F)(F)F)nc(N3CCCCCC3)n2)cc1 | 8 | 1 | -3 | 11 | -6 | 24 | 0.6 | 0 | 0.8
36 | CCCOc1ccc(C(=O)N(CC(C)C)c2c(N)n(Cc3ccccc3)c(=O)[nH]c2=O)cc1 | -2 | 4 | -5 | 12 | -10 | 4 | 0.1 | 2 | 0.3
37 | CNS(=O)(=O)c1cccc(C(=O)OCC(=O)N2CC(C)OC(C)C2)c1 (stereo not drawn) | -1 | 4 | -6 | 4 | -9 | 9 | 0.6 | -4 | 1.1
38 | Cc1ccc(NC(=O)N[C@H](C(=O)O)C(C)C)c(C)c1 | -11 | 2 | -15 | 11 | 0 | 1 | -0.8 | -6 | 0.4
39 | CC(C)Cc1nnc(NC(=O)Cc2ccc([N+](=O)[O-])cc2)s1 | 14 | 31* | -19 | -5 | -1 | -13 | 3.3 | 7 | 6.1
40 | O=C(CC1SCCNC1=O)Nc1cccc(Cl)c1 (stereo not drawn) | -2 | 1 | 24 | 8 | 3 | -9 | 0.2 | -7 | -0.2
41 | CC(/C=N/NC(=O)c1cc(-c2ccc3ccccc3c2)n[nH]1)=C\c1ccco1 | -1 | 2 | -14 | -2 | -8 | 1 | 0.0 | 0 | -0.1
42 | O=C(Nc1nnc(-c2ccc(F)cc2)o1)c1cc(Cl)sc1Cl | 6 | 28 | -11 | -18 | 2 | -17 | 13 | 3 | 20
43 | COc1ccc(C2NC(=S)NC(C)=C2C(=O)Nc2ccccn2)cc1OC (stereo not drawn) | 3 | 3 | -10 | 21 | -7 | 12 | 0.2 | 1 | -0.1
44 | Cn1c(SCCN2CCCC2)nnc1C1CCN(S(=O)(=O)c2cccc(F)c2)CC1 | -6 | 0 | 3 | -8 | 0 | -31 | 1.5 | 1 | 0.4
45 | O=C(Cn1ncc2c3ccccc3n(Cc3ccccc3)c2c1=O)NCCCN1CCOCC1 | -2 | 4 | -25 | -9 | 7 | 6 | 0.7 | -7 | -0.1
46 | O=C(O)CC(CC(=O)N1CCOCC1)c1ccccc1 (stereo not drawn) | -1 | 1 | 9 | 4 | 12 | -10 | -0.9 | 5 | -1.2
47 | COc1ccc(OC)c(NC(=O)COC(=O)/C=C/c2ccc(Cl)cc2)c1 | -8 | -2 | -2 | -33* | -19 | -16 | 0.1 | -4 | -1.4
48 | CCCCn1nnc(NC(=O)CC23CC4CC(CC(C4)C2)C3)n1 | 10 | 0 | / | -6 | -14 | -5 | 2.2 | 7 | 0.9
49 | CCOc1ccc(C(C)C)cc1S(=O)(=O)n1ccnc1C | -8 | 1 | 9 | / | 24 | -14 | -2.3 | -8 | -1.6
50 | C=CC[C@]12CCc3sccc3C1N(c1ccc(C(=O)OCC)cc1)C2=O (stereo partly drawn) | -1 | 3 | 1 | / | / | / | 0.8 | -7 | /
51 | Cc1ccccc1N1C(=O)C(Cl)=C(N2CCOCC2)C1=O | -3 | 1 | -4 | -45* | 7 | 4 | -0.2 | -3 | -1.4
52 | COc1ccccc1NC(=O)CSc1nc(O)cc(=O)[nH]1 | -1 | 0 | 3 | 3 | 3 | 24 | -0.7 | -5 | 0.4
53 | O=C(COc1ccc(Cl)cc1)Nc1ccccc1N1CCOCC1 | -7 | 3 | 1 | 6 | / | 11 | 0.1 | -6 | 0.0

A second format for some results above.
Values in the order – D1 PAM, D1 agonist, D2 potentiator, D1 antagonist, RXFP1 antagonist, D2 antagonist, TRHR agonist, TRHR PAM, D2 ag
(31) Cc1ccc(C(=O)Nc2nc(=O)n(C)s2)cc1
    -2, -1, 5, -2, -7, 14, 0.0, 0, 0.5
(32) O=C(O)C1CC=CCC1C(=O)Nc1cccc([N+](=O)[O-])c1 (stereo not drawn)
    -3, 0, 3, 5, 11, -4, -1.1, 1, 0.2
(33) O=C(COc1ccc(Cl)cc1Cl)N/N=C/c1ccc(OC2OC(CO)C(O)C(O)C2O)cc1 (stereo not drawn)
    6, 0, 1, 5, 9, 6, 0.7, -3, -1.1
(34) CCOC(=O)Cc1csc(NC(=O)CCCC(=O)O)n1
    5, 3, /, 3, -2, /, 0.1, -4, /
(35) COc1ccc(-c2cc(C(F)(F)F)nc(N3CCCCCC3)n2)cc1
    8, 1, -3, 11, -6, 24, 0.6, 0, 0.8
(36) CCCOc1ccc(C(=O)N(CC(C)C)c2c(N)n(Cc3ccccc3)c(=O)[nH]c2=O)cc1
    -2, 4, -5, 12, -10, 4, 0.1, 2, 0.3

Assay outcomes: PubChem, National Center for Advancing Translational Sciences (NCATS)
